# Eya2 inh: blocks the phosphatase activity of human Eya2. recombinant Eya2, OMFP fluorescence dephosphorylation (OMFP is methylfluorescein phosphate). O00167. actives 0.006% (n = 330,000). Potency, µM (top dose mostly 76.9 µM), for inactives: at the top dose activity, negative = inhibition, most hits filed as inhibitors; also: potency is read from the fitted curve at half-maximal effect; % is scaled to controls: 0 for no effect and ±100 for the full control effect
#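 Eya2 protein (added as 0.2 uM solution) was preincubated with compound for 10 min at ambient temperature in 50 mM HEPES pH 7.5, 50 mM NaCl, 5 uM MgCl2, 0.05% BSA, 1 mM DTT. OMFP (added at 50 uM) then reacted 10 min; fluorescence read at 485/525 nm.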
# KCNH2 3.1 inh: inhibitors of human KCNH2 3.1 potassium channel isoform. activity change, % (tested at about 1.8 µM). AID 720553. U2OS KCNH2 3.1, thallium flux FluxOr; stronger effect = lower value. actives 0.95% (n = 340,000);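 active = maximum activity change below -70%; inconclusive = maximum activity change from -70% to -50%; inactive = maximum activity change above -50%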;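 also: thallium influx rate constant from kinetic fluorescence after stimulation buffer; % is scaled to controls: 0 for no effect and ±100 for the full control effect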
#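 Thallium flux read-out: FluxOr dye with Red40 quencher in HBSS/HEPES, 45 min at RT. Rate constants from kinetic reads were normalized to positive and negative DMSO controls. Cells: U2OS virally expressing the 3.1 isoform.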
# AT treatment: potential ataxia-telangiectasia treatment. […] A-T fibroblasts, KAP-1 phosphorylation AlphaLISA; neocarzinostatin DNA damage 30 min before lysis. Potency, µM (titrated, usually from 57.5 µM), without a hit: at the top dose activation, actives largely listed as activators. actives 0.19% (n = 320,000). AID 485349; also: potency is read from the fitted curve at half-maximal effect; % of control where 0% means no effect; nearly all actives have a fitted effect of over 45% in size
#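 ATM-like activity read as KAP-1 phosphorylation via AlphaLISA donor/acceptor antibody pairs after lysis and 6 hr at 25C. Cells were ATM-null patient fibroblasts ([…], hTERT), dosed 60 min, then exposed to the DSB inducer NCS for 30 min.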
# KCNH2 WT inh: blocks the wildtype human KCNH2 potassium channel; Q12809; U2OS, BacMam KCNH2, thallium flux FluxOr; stronger effect = lower value; activity change, % at 1.84 µM; actives 0.37% (n = 340,000); AID 720551;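 active = maximum activity change below -70%; inconclusive = maximum activity change between -70% and -50%; inactive = maximum activity change above -50%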; also: % is scaled to controls: 0 for no effect and ±100 for the full control effect
# Target sequence (Q12809 whole entry, looked up): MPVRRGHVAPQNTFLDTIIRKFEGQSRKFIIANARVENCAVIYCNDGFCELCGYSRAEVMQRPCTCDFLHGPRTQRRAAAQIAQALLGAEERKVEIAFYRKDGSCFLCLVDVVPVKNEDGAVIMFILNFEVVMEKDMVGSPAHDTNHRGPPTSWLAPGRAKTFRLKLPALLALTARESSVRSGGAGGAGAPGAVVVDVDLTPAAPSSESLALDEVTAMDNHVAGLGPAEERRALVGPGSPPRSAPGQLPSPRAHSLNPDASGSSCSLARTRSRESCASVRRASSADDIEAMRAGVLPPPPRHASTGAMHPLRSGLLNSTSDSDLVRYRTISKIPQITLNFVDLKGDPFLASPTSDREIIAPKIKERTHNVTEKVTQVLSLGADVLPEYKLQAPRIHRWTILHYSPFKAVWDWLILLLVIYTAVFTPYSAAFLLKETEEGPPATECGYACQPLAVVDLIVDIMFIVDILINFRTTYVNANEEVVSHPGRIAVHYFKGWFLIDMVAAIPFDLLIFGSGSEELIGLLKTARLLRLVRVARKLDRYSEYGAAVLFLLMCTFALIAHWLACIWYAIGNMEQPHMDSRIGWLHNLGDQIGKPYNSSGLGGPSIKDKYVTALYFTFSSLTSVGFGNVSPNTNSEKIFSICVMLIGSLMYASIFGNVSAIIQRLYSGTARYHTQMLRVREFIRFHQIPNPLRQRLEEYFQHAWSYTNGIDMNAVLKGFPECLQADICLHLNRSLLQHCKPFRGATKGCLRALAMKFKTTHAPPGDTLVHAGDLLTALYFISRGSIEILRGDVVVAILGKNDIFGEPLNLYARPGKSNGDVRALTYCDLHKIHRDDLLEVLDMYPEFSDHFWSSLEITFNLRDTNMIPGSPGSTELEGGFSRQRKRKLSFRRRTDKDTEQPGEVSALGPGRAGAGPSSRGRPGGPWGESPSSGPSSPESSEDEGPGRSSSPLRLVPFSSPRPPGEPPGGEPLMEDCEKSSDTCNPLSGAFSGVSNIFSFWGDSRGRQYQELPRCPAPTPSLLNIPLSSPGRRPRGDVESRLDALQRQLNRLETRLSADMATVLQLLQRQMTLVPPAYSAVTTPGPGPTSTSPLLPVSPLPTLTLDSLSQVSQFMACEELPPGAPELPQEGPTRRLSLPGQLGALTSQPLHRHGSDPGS
#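 U2OS cells were transduced with wild-type KCNH2 virus (2.03 x 10^8 / mL) for 4 h at room temperature, then cultured overnight at 37 C. Thallium flux was read with FluxOr dye. Rate constants were normalized to DMSO controls.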
# USP2a inh: inhibitors of human ubiquitin-specific protease USP2a. USP2 core, Ub-CHOP2 coupled fluorogenic reporter, 485/531. Potency, µM (series often up to 38.3 µM), for the others: top-dose activity change, negative = inhibition, actives largely listed as inhibitors. actives 0.01% (n = 330,000). AID 463254;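 also: potency is read from the fitted curve at half-maximal effect; plate controls were DMSO wells for no effect and full inhibition by NEM control for full effect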
#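 USP2 core (10nM final) preincubated 30min RT with compound in 20mM Tris-HCl pH 8.0, 2mM CaCl2, 2mM beta-mercaptoethanol, 0.05% CHAPS; 25nM Ub-CHOP2 plus 25nM reporter substrate added, fluorescence (Ex485/Em531) read after 60min.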
# Mito fusion act: blocks mitochondrial division or promotes mitochondrial fusion; S. cerevisiae fusion-defective mutant growth rescue, CellTiterGlo 48 h; Potency, µM (doses to about 46.1 µM), without a hit: at the top dose growth rescue (activation), most hits filed as activators; actives 0.23% (n = 320,000);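 also: potency is read from the fitted curve at half-maximal effect; % of control where 0% means no effect; nearly all actives have a fitted effect of over 45% in size; temperature-sensitive fusion mutants such as fzo1-1 at 37 °C on non-fermentable ethanol glycerol medium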
#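 S. cerevisiae fusion-defective temperature-sensitive mutants (e.g. fzo1-1, mgm1-5) grown 48 h at 37C in YPEG (ethanol/glycerol non-fermentable) medium with 23 nl compound per well; growth rescue read as CellTiterGlo luminescence.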
# ELG1 repair inh: blocks ELG1-dependent DNA repair in HEK293T cells; HEK293T ELG1-luciferase reporter, luminescence, 16 h; DNA damage induced by 5-fluorouridine; Potency, µM (series often up to 46.1 µM), inactives show at the top dose activity change, negative = inhibition, actives largely listed as inhibitors; actives 2.3% (n = 330,000); also: potency is read from the fitted curve at half-maximal effect; % is scaled to controls: 0 for no effect and ±100 for the full control effect; nearly all actives have a fitted effect of over 55% in size
#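 DMSO vehicle served as the neutral condition. Each well held 2,000 cells given 5-fluorouridine plus compound; after 16 hr at 37 °C/5% CO2, ONE-Glo was added and luciferase measured 30 min later.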
# TSHR antagonist: human thyrotropin receptor antagonism | P16473 | TSHR-expressing cells, TSH-stimulated cAMP HTRF, 2 h; stronger effect = lower value | activity change, negative = inhibition, % at 11.5 µM | actives 0.2% (n = 330,000);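 active = activity change below a set negative limit, meaning inhibition stronger than a set level, cut at about -70% in these data; inconclusive = activity change between two set negative limits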; also: % is scaled to controls: 0 for no effect and ±100 for the full control effect
#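 Inhibition of cAMP made by TSHR-expressing cells under TSH stimulation (4nM final, EC80; 2 h, 37 deg C) is quantified with a one-step lysis HTRF kit, anti-cAMP cryptate versus cAMP-d2.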
# TRPV1 agonist: agonists of human vanilloid receptor 1 (TRPV1); activation, % at 8.33 µM; AID 540275; Q8NER1; actives 0.19% (n = 320,000); TRPV1-expressing cells, Fluo-8 calcium influx, agonist mode; in the data active = activation above about 80%; inconclusive = between about 30% and that limit; also: 0% is about no effect
#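 Cells expressing TRPV1 were dye-loaded with Fluo-8 and read kinetically: 10 s baseline, 3 min after compound (agonist portion), then 2 min after EC20 capsaicin (allosteric enhancer portion). Calcium-bound dye fluorescence at 480/520 nm.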
# TCR activator: activates T cell receptor signaling; primary human leukocytes, anti-CD3, IL-2 HTRF, 48 h; Potency, µM (top dose mostly 9.22 µM), inactives show at the top dose activation of IL-2 secretion, most hits filed as activators; 330,000 tested, under 10 active; also: % of control where 0% means no effect
#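 Compounds are tested in HTS on primary human leukocytes co-incubated with a-CD3 beads for 48 hr. IL-2 output is measured by time-resolved FRET.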
# * hit, by the source's call; ? = inconclusive; / = no result given; [ ] = remark or other dose. Unless noted, calls follow the shape of the dose curve; as a rule, active = well fitted curve in the direction sought with a large enough effect; inconclusive = small, poorly fitted or top-dose-only effect, or another doubt; inactive = no such curve, though single readings can be large; an effect the other way counts as inactive or inconclusive. This is a subset (hit frequency here may not be typical).
SMILES,Eya2 inh,KCNH2 3.1 inh,AT treatment,KCNH2 WT inh,USP2a inh,Mito fusion act,ELG1 repair inh,TSHR antagonist,TRPV1 agonist,TCR activator
O=C(c1ccc(S(=O)(=O)Cc2ccccc2F)c([N+](=O)[O-])c1)N1CCCC1,-8%,5,-1%,-5,5%,3%,20%,-6,3,-29%
CCc1nc2ccccc2c(C(=O)OCC(=O)NCc2ccc3c(c2)OCO3)c1C,-4%,2,7%,0,-2%,?,?,-6,14,3%[46.1 µM]
Cn1ncc2c(Nc3ccc(Br)cc3)nc(Nc3ccc(Br)cc3)nc21,?,-4,2%,14,-7%,-43%[inhibitor],23µM*,-7,18,-5%
O=c1[nH]nc(-c2cccs2)c2ccccc12,10%,2,4%,-4,2%,0%,2%,-5,0,-2%
O=c1c2c(-c3cccs3)csc2ncn1-c1ccc(Br)cc1,-1%,-8,4%,-3,0%,-1%,?,/,4,4%
Cc1ccccc1N1C(=O)c2sc3nc4c(c(=O)n3c2C1=O)CCC4,-3%,14,0%,3,3%,3%,1%,-16,8,0%
Cc1cc(C(F)(F)F)nc(SCC(=O)NC2CCCCC2)n1,?,-25,0%,-28,2%,-5%,0%,-4,7,-1%
O=C(Cn1sc2ccccc2c1=O)N1CCN(C(=O)c2ccco2)CC1,6%,7,0%,4,7%,9%,18%,-1,-4,-3%
CN(CCNC(=O)C1CCC(=O)N(Cc2cccc(F)c2)C1)CCc1ccccc1 (stereo not drawn),-6%,-9,18%,22,0%,2%,1%,-4,2,0%
CC1CCN(C(=O)COc2ncnc3ccccc23)CC1,7%,11,-10%,-1,2%,-13%,?,16,-1,2%
CCOc1ccc(S(=O)(=O)Nc2ccc3c(c2)c2c(n3S(=O)(=O)c3ccc(OCC)cc3)CCCC2=O)cc1,11%,/,0%,/,4%,-2%,-8%,8,-5,5%[46.1 µM]
c1cncc(CNc2nc(-c3cccnc3)nc3ccccc23)c1,0%,-1,3%,3,1%,-1%,-7%,-9,-4,1%
COC(=O)CN(c1ccc(OC)cc1OC)S(=O)(=O)c1ccccc1[N+](=O)[O-],7%,8,-1%,4,-1%,-2%,11%,1,-2,-1%
CN(C(=O)COC(=O)c1cc(NS(=O)(=O)c2cc([N+](=O)[O-])ccc2Cl)ccc1O)C1CCCCC1,-10%,1,-3%,-3,-9%,5%,-14%,6,-1,3%[46.1 µM]
Cc1ccc([N+](=O)[O-])cc1NC(=S)NC(=O)c1cccs1,-1%,-14,4%,4,-2%,-1%,13%,-2,-2,-3%[46.1 µM]
O=C(CNC(=O)C1COc2ccccc2O1)Nc1ccc(F)c(F)c1 (stereo not drawn),3%,-2,0%,-1,0%,/,-1%,-1,/,-6%
O=C(O)Cc1ccc(-c2ccccc2-c2ccccc2)cc1,2%,3,/,-16,1%,-1%,2%,-11,-1,4%[46.1 µM]
CCOCCCNC(=O)C(c1ccc(OC)cc1)N(Cc1cccs1)C(=O)c1ccccc1O (stereo not drawn),-23%,3,0%,3,2%,-16%,-9%,-4,15,-1%
O=C(O)C(=O)/C(=C\c1cccc(Cl)c1)c1ccc2ccccc2n1,-2%,-2,8%,4,1%,3%,?,-6,8,-5%
OCCN(Cc1ccccc1)Cc1cccc(C(F)(F)F)c1,/,0,/,-8,/,0%,/,/,25,4%
CN(C)S(=O)(=O)c1cccc(NC(=O)CO/N=C(\N)c2ccccc2)c1,-6%,3,7%,7,2%,-12%,-1%,/,2,4%
CCC(C)NC(=O)[C@H](CSCc1ccccc1)N1Cc2ccccc2C1=O (stereo partly drawn),-2%,-17,4%,-13,0%,18%,-1%,6,?,-1%
O=C1C(C=NCc2ccncc2)=C(O)c2ccccc21,2%,5,2%,1,3%,-1%,28%,0,3,-3%
COc1ccccc1NC(=O)Nc1ccc(-n2ccc(C(F)(F)F)n2)cc1,2%,-201*,2%,-124*,-6%,3%,?,4,/,-3%
CC1NC(=O)NC1CCCCCC(=O)Nc1ccc(F)cc1 (stereo not drawn),-5%,-1,2%,-8,0%,8%,0%,7,0,2%

# Sorted by heavy-atom count (lowest first): some entries from above
SMILES,Eya2 inh,KCNH2 3.1 inh,AT treatment,KCNH2 WT inh,USP2a inh,Mito fusion act,ELG1 repair inh,TSHR antagonist,TRPV1 agonist,TCR activator
O=C1C(C=NCc2ccncc2)=C(O)c2ccccc21,2%,5,2%,1,3%,-1%,28%,0,3,-3%
CC1CCN(C(=O)COc2ncnc3ccccc23)CC1,7%,11,-10%,-1,2%,-13%,?,16,-1,2%
Cc1cc(C(F)(F)F)nc(SCC(=O)NC2CCCCC2)n1,?,-25,0%,-28,2%,-5%,0%,-4,7,-1%
O=C(O)C(=O)/C(=C\c1cccc(Cl)c1)c1ccc2ccccc2n1,-2%,-2,8%,4,1%,3%,?,-6,8,-5%
Cc1ccccc1N1C(=O)c2sc3nc4c(c(=O)n3c2C1=O)CCC4,-3%,14,0%,3,3%,3%,1%,-16,8,0%
O=C(c1ccc(S(=O)(=O)Cc2ccccc2F)c([N+](=O)[O-])c1)N1CCCC1,-8%,5,-1%,-5,5%,3%,20%,-6,3,-29%
COC(=O)CN(c1ccc(OC)cc1OC)S(=O)(=O)c1ccccc1[N+](=O)[O-],7%,8,-1%,4,-1%,-2%,11%,1,-2,-1%
CCc1nc2ccccc2c(C(=O)OCC(=O)NCc2ccc3c(c2)OCO3)c1C,-4%,2,7%,0,-2%,?,?,-6,14,3%[46.1 µM]
CN(C(=O)COC(=O)c1cc(NS(=O)(=O)c2cc([N+](=O)[O-])ccc2Cl)ccc1O)C1CCCCC1,-10%,1,-3%,-3,-9%,5%,-14%,6,-1,3%[46.1 µM]

# (list continues)
SMILES,Eya2 inh,KCNH2 3.1 inh,AT treatment,KCNH2 WT inh,USP2a inh,Mito fusion act,ELG1 repair inh,TSHR antagonist,TRPV1 agonist,TCR activator
CC1C(c2ccccc2)=[N+]([O-])C2(CCCC2)N1O (stereo not drawn),0%,1,13%,0,1%,0%,0%,4,3,/
O=C(Cn1c(-c2ccccn2)nc2ccccc21)N/N=C/c1ccccn1,0%,19,4%,3,1%,-1%,-8%,-3,-1,-35%
Fc1ccccc1Cc1noc(CN2CCN(Cc3ccc4c(c3)OCO4)CC2)n1,-6%,-4,10%,18,4%,-1%,-25%,-4,5,-3%
COc1cccc(NC(=O)Nc2ccccc2C(N)=O)c1,-11%,/,9%,-8,0%,-1%,18%,-7,3,0%
CCOC(=O)N1CCN(c2c(NCc3ccccc3OC)c(=O)c2=O)CC1,-4%,0,5%,-9,-1%,-3%,-21%,8,-1,-3%
Cc1ccc(-c2csc(NC(=O)CCNC(=O)c3ccc(Cl)cc3)n2)cc1,-20%,-17,-2%,1,11%,-6%,-4%,-10,2,-7%
CCCn1c(SCC(=O)NC2CCCCC2)nnc1-c1cccnc1,1%,0,-1%,12,1%,2%,6%,1,1,-4%
O=C(NN1CCCCC1)c1cccc(COc2ccc(Cl)cc2)c1,-1%,-2,3%,-7,2%,5%,?,-1,6,1%[46.1 µM]
CN1C(=O)N(CC(=O)N2CCN(S(=O)(=O)c3ccc(Cl)s3)CC2)C(=O)C12CCCCC2,-4%,11,-9%,-3,-3%,-2%,0%,2,-3,0%
O=C(NCCc1ccc(Cl)cc1)c1cccc(N2CCCC2=O)c1,2%,0,10%,5,-1%,-3%,?,16,2,-2%
O=C(CC(=O)NCc1ccc(Cl)cc1)NCc1ccccc1,-7%,4,-2%,-11,1%,?,17%,-4,-3,3%
COc1ccc(-n2c(SCC(=O)NCc3ccco3)nnc2-c2c[nH]c3ccccc23)cc1,-15%,-6,2%,5,1%,-1%,?,-17,-2,-4%
CCOc1ncccc1C(=O)OCC(=O)N(CC)c1ccccc1,-29%,13,-1%,-14,0%,18%,-4%,-2,2,-3%
COc1cccc(/C=C2\Sc3ccc(C(=O)NCc4cccnc4)cc3N(C)C2=O)c1,-5%,6,3%,9,-1%,10%,?,-17,?,4%
CC(=O)NC(=S)Nc1ccc2oc(-c3cc(F)c(F)cc3Cl)nc2c1,7%,-15,/,-7,0%,-12%,?,2,-4,1%
CC(NCC1(N2CCOCC2)CCCCC1)C(=O)N1CCc2ccccc21 (stereo not drawn),3%,-6,-2%,-4,4%,0%,-5%,1,-3,-7%
CCN(C[C@H]1N[C@@](C)(C(=O)OC)[C@H]2C(=O)N(C)C(=O)[C@@H]12)S(=O)(=O)c1ccc(OC(F)(F)F)cc1,-9%,-16,10%,7,1%,/,15%,-8,/,-5%
CC(C)n1c(SCc2cc(=O)[nH]c3ccccc23)nc2c1c(=O)n(C)c(=O)n2C,7%,-15,5%,31,0%,-2%,1%,-5,-1,-6%
